ADAM17 inh: inhibitors of human ADAM17 | P78536 | recombinant ADAM17, EDANS/DABCYL FRET peptide cleavage | inhibition, % at 6.95 µM | hit rate 0.83% among 370,000 | AID 720648;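 active = inhibition above the mean of compounds lying between control limits plus 3 SD, set per campaign, cut at about 8.5% in these data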;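 also: 0% = DMSO-only wells as the low control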
Target sequence (P78536 215-824 limits assumed): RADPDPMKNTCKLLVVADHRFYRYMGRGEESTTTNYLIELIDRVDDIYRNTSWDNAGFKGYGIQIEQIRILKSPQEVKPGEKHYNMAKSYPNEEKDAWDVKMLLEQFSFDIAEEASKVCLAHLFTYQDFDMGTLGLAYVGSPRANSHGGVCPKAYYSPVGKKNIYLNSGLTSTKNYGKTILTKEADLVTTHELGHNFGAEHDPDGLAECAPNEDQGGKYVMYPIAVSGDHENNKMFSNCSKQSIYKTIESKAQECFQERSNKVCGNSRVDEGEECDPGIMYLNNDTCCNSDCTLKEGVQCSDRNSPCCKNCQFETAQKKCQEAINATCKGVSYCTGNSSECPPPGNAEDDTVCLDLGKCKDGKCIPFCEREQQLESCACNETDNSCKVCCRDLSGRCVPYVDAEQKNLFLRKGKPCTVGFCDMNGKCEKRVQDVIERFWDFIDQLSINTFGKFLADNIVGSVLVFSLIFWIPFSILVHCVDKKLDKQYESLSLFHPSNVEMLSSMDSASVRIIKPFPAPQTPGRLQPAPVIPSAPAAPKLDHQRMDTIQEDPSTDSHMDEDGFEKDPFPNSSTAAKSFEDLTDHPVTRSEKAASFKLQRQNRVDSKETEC
PLC-gamma1 inh: PLC-gamma1 (human) inhibition, primary screen. P19174. purified PLC-gamma1, fluorogenic substrate, fluorescence. inhibition, % at 12.2 µM. hit rate 0.84% among 370,000; in the data active = inhibition above about 9.5%
KLK7 zymogen act: proKLK7 (human) activation, primary screen | purified proKLK7, EDANS-DABCYL substrate fluorescence; 100% is mature enzyme control, 0% vehicle | activation, % at 7 µM | hit rate 0.9% among 370,000 | AID 652039;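 active = activation above the mean of all tested compounds plus 3 SD, computed per campaign excluding outliers beyond control limits, cut at about 13% in these data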
DDE Tn7 FP inh: disrupts Tn7 cyclic peptide binding to fibrin D-Dimer-E complex; FP displacement of FITC-Tn7 peptide from fibrin DD(E); 0% = median of compound wells per plate; inhibition, % at 8.3 µM; hit rate 0.13% among 370,000;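 active = inhibition above the mean of compounds falling within the control limits plus 3 SD of them, cut at about 14% in these data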;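 also: 0% = plate median of compound wells and 100% = 10 µM Aha-Tn7 peptide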
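Test system – human fibrin DD(E) · Times – 10 min preincubation, 3 h with tracer, room temperature · Detection – fluorescence polarization of the labelled Tn7 tracer · Measure – percent inhibition normalized to high-control wells · Benchmarks – high control wells with 10 µM unlabelled Aha-Tn7 peptide (full inhibition) · Repeats – singlicate testing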
ARFGAP1 inh: inhibits rat ARF GTPase activating protein 1; Q62848; Arfgap1-stimulated ARF1 GTP hydrolysis, GDP FP detection; inhibition, % at 16.5 µM; hit rate 0.26% among 360,000; AID 651572;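 active = inhibition above a per-plate limit, mean inhibition of low control wells plus 3 SD, cut at about 25% in these data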;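 also: 0% = DMSO wells with enzyme and 100% = wells lacking Arfgap1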
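Material: rat Arfgap1 GAP domain (His6, aa 1-136), purified enzyme. Also added: human ARF1(Δ1-17)-GTP substrate. Compound dosing: 16.5 µM single point, 1.26% DMSO. Timing: enzyme reaction 120 min at 25 °C after 20 min preincubation. Signal: GDP detection by fluorescence polarization. Read-out basis: percent inhibition of GAP-stimulated GDP formation, scaled between DMSO and no-Arfgap1 medians.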
TDP2 inh: TDP2 (human) inhibition, absorbance primary screen | AID 720702 | inhibition, % at 12.8 µM | O95551 | recombinant TDP2, T5PNP hydrolysis, p-nitrophenol absorbance 415 nm | hit rate 0.34% among 370,000;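 active = inhibition above the mean of all tested compounds plus 3 SD, set per campaign, cut at about 25% in these data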;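 also: 0% = DMSO with enzyme and 100% = buffer with substrate but no TDP2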
Target sequence (O95551 whole entry, looked up): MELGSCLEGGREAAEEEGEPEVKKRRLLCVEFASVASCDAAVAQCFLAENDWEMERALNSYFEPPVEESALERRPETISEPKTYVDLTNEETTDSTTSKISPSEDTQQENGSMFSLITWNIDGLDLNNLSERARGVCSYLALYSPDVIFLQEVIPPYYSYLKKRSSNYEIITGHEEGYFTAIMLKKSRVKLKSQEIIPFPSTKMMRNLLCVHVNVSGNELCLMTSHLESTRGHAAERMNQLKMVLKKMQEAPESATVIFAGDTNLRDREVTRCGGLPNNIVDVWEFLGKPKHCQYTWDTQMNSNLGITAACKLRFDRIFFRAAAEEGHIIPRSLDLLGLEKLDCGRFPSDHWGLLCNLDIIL
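Test system: Human TDP2 enzyme | Reagent: 5 mM T5PNP | Compound dosing: 12.8 µM single point, 1% DMSO | Incubation: Enzyme reaction with compound for 2 h at 37 °C | Technique: p-Nitrophenol epi absorbance | Read-out: % inhibition relative to enzyme-containing and enzyme-free wells | Benchmarks: High control without enzyme, low control DMSO plus TDP2 | Replicates: Singlicate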
DDE Tn6 FP inh: disrupts Tn6 cyclic peptide binding to fibrin D-Dimer-E complex; Fibrin DD(E) TRITC-Tn6 fluorescence polarization displacement; P02675; inhibition, % at 8.3 µM; AID 720509; hit rate 0.21% among 370,000;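 active = inhibition above a per-campaign cutoff: mean of compounds within control limits plus 3 SD, cut at about 15% in these data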;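 also: 0% = median of all compound wells on the plate and 100% = blocking peptide control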
LEDGF integ inh: blocks HIV-1 LEDGF/p75-dependent DNA integration; TR-FRET IN-LEDGF/p75 DNA integration, Eu/Cy5; inhibition, % at 3.7 µM; hit rate 0.64% among 370,000; AID 743269;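 active = inhibition above the screen-wide mean plus 3 SD, cut at about 13% in these data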;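 also: signal is the Cy5 over europium emission ratio at 671 and 618 nm; 0% = plate median of compound wells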
ASAP1 inh: ASAP1 ArfGAP inhibition | ASAP1-stimulated ARF1 GTP hydrolysis, GDP FP detection | hit rate 0.19% among 360,000 | inhibition, % at 16.5 µM | AID 624377 | Q9ULH1; in the data active = inhibition above about 25%;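 also: 0% = vehicle with enzyme and substrate and 100% = no enzyme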
ADAM10 inh: ADAM10 inhibition, QFRET primary screen. recombinant ADAM10, EDANS/DABCYL FRET peptide cleavage, 3 h. AID 720582. O14672. inhibition, % at 7 µM. hit rate 0.62% among 370,000;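 active = inhibition above a per-campaign cutoff equal to the mean of compounds falling between control-based bounds plus 3 SD, cut at about 20% in these data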;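 also: 0% = DMSO wells while the 100% control is not disclosed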
* = called active by the depositor; . = not tested or not shown.

Values in the order: ADAM17 inh, PLC-gamma1 inh, KLK7 zymogen act, DDE Tn7 FP inh, ARFGAP1 inh, TDP2 inh, DDE Tn6 FP inh, LEDGF integ inh, ASAP1 inh, ADAM10 inh
- CN(C)c1ccc(NC(=O)c2ccc3c(c2)nnn3C)cc1
    -5, 7, 0.1, 0, -1, -2, -7, -2, -2, 2
- Cc1ccc(NC(=O)NC2=NN(c3ccccc3)C(=O)/C2=C2/CCCN2C)cc1
    -8, -1, 0.6, 4, 1, 6, 0, -4, 7, -4
- N#CCCn1cc(C(=O)Nc2ccc([N+](=O)[O-])cc2)c(-c2cc3ccccc3o2)n1
    4, 0, -0.2, 2, 3, 1, 1, 3, 4, 2
- Cc1ccc(SC(C)C(=O)NC2CC2)cc1 (stereo not drawn)
    0, 2, 0.3, -1, -2, 7, -3, 0, -3, 2
- COC(=O)c1ccc(COC(=O)c2cnc(Cl)c(Cl)c2)cc1
    -2, 1, 0.3, 1, 2, -10, 6, -2, 11, 4
- O=C(NCc1ccccc1)C(c1ccccn1)N(C(=O)c1csnn1)c1ccccc1F (stereo not drawn)
    1, 0, 0.1, 2, 10, 13, 5, 2, -3, -2
- CCOc1cccc(-c2nn3c(-c4ccccn4)nnc3s2)c1
    -3, 0, -0.6, 7, 7, 10, 3, -5, 11, 4
- Cn1nc(C(=O)Nc2ccc(S(=O)(=O)N3CCCCC3)cc2)ccc1=O
    0, 2, -0.8, -5, -9, 11, 3, 1, -1, 4
- CCOc1ccc(NC(=O)CCc2c(C)noc2C)cc1OC
    0, 0, 0.0, -3, 10, 0, 5, 0, -18, -6
- CCn1nc(NC(=O)c2ccncc2)c2cc3ccccc3nc21
    -4, -28, -1.0, -3, 12, -5, -3, 0, 8, -7
- O=C(COc1ccccc1)OCc1cc(-c2ccco2)on1
    -6, 0, -0.3, 4, -5, 3, -1, -2, -7, -8
- CN(C(=O)c1c(Cl)nc2sccn12)C1CCCCC1
    -1, 0, -0.4, -3, -4, 5, 2, 0, 1, 1
- CCc1cc(C(=O)Cc2nc3ccccc3s2)c(O)cc1OCC(=O)O
    -17, -16, 0.3, -3, -2, 3, 5, 6, 16, -42
- O=C(Nc1cc(C(F)(F)F)ccc1N1CCOCC1)c1ccc[n+]([O-])c1
    -1, 1, -0.2, -2, -5, 0, 1, 0, 2, 1
- CCCC(CCC)C(=O)Nc1ccc2c(c1)N(C(=O)CCN1CCN(C)CC1)c1ccccc1CC2
    -5, -7, -0.6, 1, 0, 6, -2, -3, -7, -15
- CCCn1c(-c2ccncc2)n[nH]c1=S
    -6, 1, -0.4, 2, -14, 9, -3, 1, 9, -7
- Cc1ccc(C(=O)OC2CCOC2=O)cc1NC(=O)c1ccco1 (stereo not drawn)
    -5, -3, 0.0, 6, -1, 0, 3, 3, -16, -4
- Cc1ccc(S(=O)(=O)N2CCN(C(=O)CN3CCN(c4ccc(O)cc4)CC3)CC2)cc1
    -1, -4, 1.0, 9, 5, 3, 0, 2, -9, -12
- O=C(CN(C(=O)c1csnn1)c1cccc(C(F)(F)F)c1)NCCc1ccccc1
    0, -2, 0.9, 1, 5, 0, -1, -1, -2, 4
- CC(C)c1nnc(NC(=O)c2nc(S(=O)(=O)Cc3ccc(F)cc3)ncc2Cl)s1
    -2, -6, 0.4, -1, 1, 1, -4, 1, 0, -4
- C=CCc1cccc(Cl)c1OCCCNC1CCCC1
    -4, 0, -0.1, -1, -7, 4, -6, -1, -4, 0
- CCOC(=O)/C(=C\C=C1/Sc2cc(OCC)c(OCC)cc2N1CC)C(C)=O
    0, -15, 0.0, -48, 5, -3, -3, -3, -3, -4
- O=C(NCCN1CCCC1=O)C1CCC(=O)N(CCc2ccc(Cl)cc2)C1 (stereo not drawn)
    0, 1, -0.5, -2, 11, 11, 9, 3, -4, -2
- O=C(/C=C/c1ccco1)NC(=S)Nc1ccc(N2CCCC2)cc1
    2, 7, -0.1, -3, 16, 2, -3, 18*, 7, 2
- O=C1CC(/C=C/c2ccccc2)(C(=O)NC2CCCC2)N1c1ccc(S(=O)(=O)N2CCCC2)cc1 (stereo not drawn)
    -2, 0, 0.3, -1, 2, 7, -5, 0, 5, -8
- COc1ccc(CN2CCCCCC2)c(C)c1C
    -4, 1, -0.6, -7, 13, 9, -2, -1, -10, -6
- Cc1nn(Cc2ccc([N+](=O)[O-])cc2)c(=O)n1-c1ccc(Cl)cc1
    -3, 1, -0.1, 0, -10, 4, -2, 0, 3, -4
- Cc1cccc(N(Cc2ccccc2)C(=O)c2ccc(CS(C)(=O)=O)cc2)c1
    1, 0, -0.1, 4, -3, 0, 3, -5, -8, 5
- Cc1ccc(Cn2c(SCC(=O)N/N=C/c3ccccc3OCC(=O)O)nc3ccccc32)cc1
    -1, 4, -0.3, -4, -4, -15, -12, 8, 7, 7
- Cc1ccc(C)c(OCC(=O)N(Cc2ccccc2)c2c(N)n(Cc3ccccc3)c(=O)[nH]c2=O)c1
    -3, 0, 0.8, -2, -1, 7, 3, -1, 0, -12

Complete entries from above. Order of values: ADAM17 inh	PLC-gamma1 inh	KLK7 zymogen act	DDE Tn7 FP inh	ARFGAP1 inh	TDP2 inh	DDE Tn6 FP inh	LEDGF integ inh	ASAP1 inh	ADAM10 inh
O=C(CN(C(=O)c1csnn1)c1cccc(C(F)(F)F)c1)NCCc1ccccc1 is listed as 0	-2	0.9	1	5	0	-1	-1	-2	4
Cc1cccc(N(Cc2ccccc2)C(=O)c2ccc(CS(C)(=O)=O)cc2)c1 is listed as 1	0	-0.1	4	-3	0	3	-5	-8	5
CCn1nc(NC(=O)c2ccncc2)c2cc3ccccc3nc21 is listed as -4	-28	-1.0	-3	12	-5	-3	0	8	-7
CN(C(=O)c1c(Cl)nc2sccn12)C1CCCCC1 is listed as -1	0	-0.4	-3	-4	5	2	0	1	1

Other records
Values in the order: ADAM17 inh, PLC-gamma1 inh, KLK7 zymogen act, DDE Tn7 FP inh, ARFGAP1 inh, TDP2 inh, DDE Tn6 FP inh, LEDGF integ inh, ASAP1 inh, ADAM10 inh
- O=C(CSc1ncnc2c1oc1ccccc12)Nc1nccs1
    -3, 2, 0.3, 3, -9, 3, -2, -1, -7, -12
- Cc1ccc(N=C2NC(=O)/C(=C/C=C/c3ccco3)S2)cc1C
    1, -18, 0.9, -5, -1, -5, -11, 17*, -3, 11
- Nc1[nH]c(C(=O)c2ccccc2)c(-c2cccc3ccccc23)c1C(=O)c1c(-c2ccccc2)[nH]c2ccccc12
    2, -34, ., 5, ., -4, -2, -4, ., 5
- CCOc1ccccc1OCCCCCc1c(C)n[nH]c1C
    2, 8, -0.2, 4, -7, -1, -4, 8, 4, 17
- O=C(C1CCCN(S(=O)(=O)c2ccccc2)C1)N1CCCc2ccccc21 (stereo not drawn)
    2, 1, -0.2, 0, -15, -12, 5, 1, -4, -2
- COC(=O)C1CCN(C(=O)Nc2ccccc2)CC1
    -3, -4, -0.1, -2, 0, 6, 2, 0, -14, 6
- COc1ccc(C)cc1N(CC(=O)N1CCCCCC1)S(=O)(=O)c1ccc(C)cc1
    5, 4, 0.7, 2, -1, -14, -9, -2, -14, 5
- Cc1cc(S(=O)(=O)N(Cc2ccc(F)cc2)CC2CCCO2)ccc1-n1cnnn1 (stereo not drawn)
    -2, -1, -0.5, 1, 9, -13, 0, -3, -5, -1
- COc1ccc2c(=O)cc(-c3ccccc3F)oc2c1
    -31, -15, -0.5, 1, 0, -2, 0, 0, -1, -44
- Cc1cc(NC(=O)CCC(=O)N(c2cccnc2)C(C(=O)NC2CCCC2)c2ccccc2)no1 (stereo not drawn)
    0, 2, -0.1, -5, -4, -2, 3, -2, -4, -13
- CCCCN(CC)C(=O)CN(C)S(=O)(=O)c1cccc2nsnc12
    -3, 2, -0.7, 8, 4, 18, -2, -2, 5, 6
- CN(C)CCCNC(=O)C(=O)Nc1cc2c3c(c1)CC(=O)N3CCC2
    -4, 0, 0.5, 2, -1, 12, -5, -2, 6, -13
- Cc1ccc2oc(=O)c3cnn(CC(=O)NCCCOC(C)C)c3c2c1
    -3, 0, 0.1, -4, -6, 4, 0, 2, -5, 1
- O=C(COC(=O)c1ccc(O)cc1)Nc1ncc(Cl)cc1Cl
    0, -81, 0.4, -4, 2, -7, -5, 1, -11, -4
- O=C(NN1C(=O)C2C(c3ccccc3)C=CC(c3ccccc3)C2C1=O)c1ccccc1 (stereo not drawn)
    6, 1, -0.1, -1, 4, 7, -5, 4, 18, 13
- CC(NC(=O)C1CCCN1S(=O)(=O)c1ccc2c(c1)n(C)c(=O)c(=O)n2C)c1ccccc1 (stereo not drawn)
    -14, -11, 0.1, 4, 15, -3, -1, -1, -5, -22
- COc1ccc(S(=O)(=O)N2CCN(C)CC2)c(C)c1
    2, 3, 0.4, -4, -15, -1, 2, 2, 0, 2
- C/C(=N\N=C\c1cccc(F)c1)c1nnn(-c2nonc2N)c1C
    -5, 0, -0.4, 3, -4, -1, -6, -4, 9, -3
- Cc1ccc(-n2cnnn2)c2cccnc12
    3, 2, 0.3, 5, 1, 12, 2, 2, -2, 7
- COCCNc1nnc(SCC(=O)NNC(=O)c2ccccc2)s1
    1, 2, -0.6, -5, 1, -2, 1, -1, -4, -7
- CC1CN(C(=O)c2ccn(C)n2)CC(C)O1 (stereo not drawn)
    0, 3, 0.0, 2, 3, 2, 1, -1, -2, 1

Screens: PubChem, The Scripps Research Institute Molecular Screening Center
